# Source: PubChem
# aSyn yeast inh – alpha-synuclein toxicity inhibition in yeast; Yeast expressing alpha-synuclein, growth rescue, BacTiter-Glo, 24 h; Potency, µM (doses to about 46.1 µM), inactives show at the top dose growth rescue (activation), actives largely listed as activators; 370,000 compounds, 0.14% hits; AID 652106; further: % of control where 0% means no effect; nearly all actives have a fitted effect of over 65% in size
#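 Readout is rescue of growth in alpha-synuclein-expressing yeast, so inhibitors of toxicity appear as activators. Growth after 24 hr at 30 deg C in galactose medium is quantified by luminescence.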
# EPAC1 antagonist – blocks human EPAC1 exchange factor | EPAC1 GEF assay, Rap1b-BODIPY-GDP exchange fluorescence | 360,000 compounds, 0.14% hits | AID 720709 | Potency, µM (titrated, usually from 115 µM), without a hit: top-dose activity change, negative = inhibition, usual class: inhibitors;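 further: plate controls were vehicle for no effect and positive control for full effect; nearly all actives have a fitted effect of over 50% in size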
# TDP43 rescue – inhibitors of TDP-43 toxicity in yeast; AID 652104; Potency, µM (series often up to 46.1 µM), without a hit: top-dose growth rescue (activation), hits mostly activators; 410,000 compounds, 1.8% hits; TDP-43 expressing yeast growth rescue, BacTiter-Glo, 24 h; further: % of control where 0% means no effect; nearly all actives have a fitted effect of over 50% in size
#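 Growth rescue of TDP-43-toxic yeast measured as ATP luminescence (BacTiter-Glo). Cells grown to mid-log in raffinose, induced in galactose at OD600=0.02, exposed to compound 24 hr at 30 deg C.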
# PTHR1 ag – agonists of human PTHR1 parathyroid hormone receptor | Q03431 | HEK293 GP2 PTHR1 cells, GloSensor cAMP luminescence, 1 h | AID 743266 | 410,000 compounds, 0.075% hits | Potency, µM (highest dose often 115 µM), for the others: at the highest dose activation, usual class: activators; further: nearly all actives have a fitted effect of over 55% in size; some results filed as inactive show a strong effect at the top dose; inactives centre near -15; many of its hits are not listed in these tables
# Target sequence (Q03431 whole entry, looked up): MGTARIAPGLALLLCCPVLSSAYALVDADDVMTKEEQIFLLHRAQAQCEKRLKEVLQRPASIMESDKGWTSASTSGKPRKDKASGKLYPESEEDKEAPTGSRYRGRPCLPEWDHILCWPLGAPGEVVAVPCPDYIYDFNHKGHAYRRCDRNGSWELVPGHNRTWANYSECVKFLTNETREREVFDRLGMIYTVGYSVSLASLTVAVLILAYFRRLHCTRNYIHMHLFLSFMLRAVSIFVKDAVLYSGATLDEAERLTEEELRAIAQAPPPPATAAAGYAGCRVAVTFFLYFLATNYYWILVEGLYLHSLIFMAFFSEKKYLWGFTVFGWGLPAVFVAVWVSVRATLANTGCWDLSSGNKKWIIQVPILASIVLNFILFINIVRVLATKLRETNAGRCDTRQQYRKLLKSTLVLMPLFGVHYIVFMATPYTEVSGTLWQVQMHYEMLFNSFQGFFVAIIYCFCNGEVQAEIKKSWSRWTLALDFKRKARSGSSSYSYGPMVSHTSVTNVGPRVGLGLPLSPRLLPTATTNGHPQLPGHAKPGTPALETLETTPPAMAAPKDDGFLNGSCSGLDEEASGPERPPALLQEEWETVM
#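 HEK-293-derived GP2 cells expressing PTHR1 and a GloSensor cAMP reporter, 3,000/well, plated overnight, given luciferin plus IBMX (each 0.5 mM as added) for 1 h at 37 °C, then compound for 1 h at 37 °C. Luminescence was read after 15 min at room temperature.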
# EPAC1 ag – agonists of human EPAC1. EPAC1 agonist qHTS, biochemical assay; response scale: 100% = response to 6.5 mM cAMP. AID 720707. Potency, µM (series often up to 154 µM), without a hit: at the top dose activation, actives largely listed as activators. 360,000 compounds, 0.073% hits; further: nearly all actives have a fitted effect of over 60% in size
#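 Nucleotide exchange assay: 100 nM EPAC1 with 250 nM Rap1B loaded with BODIPY-GDP and 50 uM GDP, room temperature. Fluorescence (480/540 nm) read every 5 min for 30 min; signal change normalized to 6.5 mM cAMP as full agonist.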
# EPAC2 ag – activates human EPAC2 exchange factor; Q8WZA2; EPAC2 activation, biochemical qHTS; response scale: 100% = 6.5 mM cAMP response; Potency, µM (top dose mostly 154 µM), inactives show top-dose activation, hits mostly activators; 360,000 compounds, 0.079% hits; further: nearly all actives have a fitted effect of over 50% in size
#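 Each well held 100 nM EPAC2, 250 nM RAP1B-BODIPY-GDP and 50 uM GDP. Fluorescence, read at 5-min intervals to 30 min, was referenced to a 6.5 mM cAMP positive control.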
# EPAC2 antagonist – antagonists of human EPAC2. EPAC2 GEF exchange of Rap1B-BODIPY-GDP, fluorescence. 360,000 compounds, 0.18% hits. Potency, µM (top dose mostly 114 µM), for the others: at the top dose activity, negative = inhibition, hits mostly inhibitors; further: on the % scale 0 is the no-effect control and ±100 the full control effect; nearly all actives have a fitted effect of over 45% in size; many of its hits are not listed in these tables
# FUS suppressor – suppressors of FUS proteinopathy in yeast. Potency, µM (series often up to 76.6 µM), inactives show top-dose growth rescue (activation), actives largely listed as activators. 390,000 compounds, 0.24% hits. S. cerevisiae FUS-expressing, growth rescue, OD600, 24 h. AID 1347120;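 further: plate controls were DMSO vehicle for no effect and reference control for full effect; nearly all actives have a fitted effect of over 55% in size; some results filed as inactive show a strong effect at the top dose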
#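 Yeast FUS proteinopathy model; galactose-induced FUS (2%), starting OD 0.005. Cpds in dilution series, 24hr, 30C, 99% humidity. Abs 600 nm growth. Pos ctrl CP55940 (top 92uM final); neg ctrl DMSO.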
# Active calls of the source: *; i = inactive; ? = inconclusive; · = no result given; & = joins results of further samples; [ ] = remark or other dose. The call rests on the fitted dose curve; in most records, active means well fitted curve in the direction sought with a large enough effect; inconclusive means small, poorly fitted or top-dose-only effect, or another doubt; inactive means no such curve, though single readings can be large; an effect the other way counts as inactive or inconclusive. Potency means the concentration at half of the fitted maximal effect. Only part of the results is shown; count on the stated rates, not on these rows.
# Screens in order: aSyn yeast inh	EPAC1 antagonist	TDP43 rescue	PTHR1 ag	EPAC1 ag	EPAC2 ag	EPAC2 antagonist	FUS suppressor
(1) Cc1ccc(S(=O)(=O)N2CCC(=O)N(C(COCc3ccc(Cl)cc3Cl)Cc3ccccc3)CC2)cc1 (configuration not stated)
 : 1%	-7%	10%	i	0%	6%	7%	19%
(2) N#Cc1c(N2CCCC2)nc(N)c2c(N)nc(N3CCCC3)cc12
 : -5%	?	12%	-48%[inhibitor]	1%	?	?	·
(3) COc1cccc(NC(=O)CSc2nnc(-c3cccc(OC(C)C)c3)n2N)c1
 : 7%	2%	24%	-5%[57.5 µM]	-2%	1%	-8%	-6%
(4) CC12CC3CC(C)(C1)CC(C(=O)N1CCN(C(=O)c4ccco4)CC1)(C3)C2
 : 13%	-10%	?	i	-15%	-6%	-3%	24%
(5) O=C(NCc1cccnc1)c1nnc(Cc2ccc(F)cc2)o1
 : -11%	0%	23%	-2%	3%	7%	-3%	-19%
(6) O=c1[nH]c2cc3c(cc2cc1CN(CC1CCCO1)S(=O)(=O)c1ccc(Cl)cc1)OCCO3 (configuration not stated)
 : -7%	6%	-15%	-7%[57.5 µM]	4%	3%	4%	-4%
(7) CN1CCN(CCCOc2ccc(-c3ccccc3)cc2)CC1
 : 2%	-27%	-36%[inhibitor]	-23%	-4%	2%	4%	6%
(8) CC1CCCN(c2cc3c(cc2[N+](=O)[O-])C(=O)N(c2ccccc2)C3=O)C1 (configuration not stated)
 : -8%	0%	-15%	-46%[inhibitor]	9%	-1%	-1%	·
(9) O=c1cc2c(nn1Cc1c(Cl)cccc1Cl)-c1ccccc1CC2
 : 11%	-4%	-20%	-21%[57.5 µM]	11%	-7%	0%	18%
(10) C=C(C)CNC(=S)N/N=C1\CCCCc2ccccc21
 : 1%	-14%	?	-3%	12%	13%	-7%	25%
(11) Cn1c(N)c(C(=O)COC(=O)CSc2ccc3ccccc3c2)c(=O)n(C)c1=O
 : 14%	-12%	-4%	-8%	15%	13%	-19%	?
(12) O=C(CSc1nnc(Cc2ccccc2)o1)NCc1ccco1
 : -1%	-11%	5%	-2%[57.5 µM]	0%	6%	0%	16%
(13) Cc1ccc(C(=O)NCCc2nnc3ccc(NCCCN4CCOCC4)nn23)cc1
 : 6%	-10%	2%	i	6%	5%	2%	16%
(14) CC1(C)Cc2cccc(OCC(=O)OCc3nnc(-c4ccccc4)o3)c2O1
 : 3%	-4%	-13%	?	-7%	11%	-9%	·
(15) CC(=O)c1cccc(NC(=O)c2cnn3ccccc23)c1
 : 6%	-5%	?	i	-12%	13%	1%	-16%

# Quoted at random: 3 records from the list, in no set order.
# Screens in order: aSyn yeast inh	EPAC1 antagonist	TDP43 rescue	PTHR1 ag	EPAC1 ag	EPAC2 ag	EPAC2 antagonist	FUS suppressor
(1) Cc1ccc(S(=O)(=O)N2CCC(=O)N(C(COCc3ccc(Cl)cc3Cl)Cc3ccccc3)CC2)cc1 (configuration not stated)
 : 1%	-7%	10%	i	0%	6%	7%	19%
(4) CC12CC3CC(C)(C1)CC(C(=O)N1CCN(C(=O)c4ccco4)CC1)(C3)C2
 : 13%	-10%	?	i	-15%	-6%	-3%	24%
(14) CC1(C)Cc2cccc(OCC(=O)OCc3nnc(-c4ccccc4)o3)c2O1
 : 3%	-4%	-13%	?	-7%	11%	-9%	·

# Values in list order from the list.
# Compounds 4–8 in EPAC1 antagonist, in turn: -10%, 0%, 6%, -27%, 0%

# Molecules from the list above with a furan ring, fused or not, in the order listed:
# Screens in order: aSyn yeast inh	EPAC1 antagonist	TDP43 rescue	PTHR1 ag	EPAC1 ag	EPAC2 ag	EPAC2 antagonist	FUS suppressor
(4) CC12CC3CC(C)(C1)CC(C(=O)N1CCN(C(=O)c4ccco4)CC1)(C3)C2
 : 13%	-10%	?	i	-15%	-6%	-3%	24%
(12) O=C(CSc1nnc(Cc2ccccc2)o1)NCc1ccco1
 : -1%	-11%	5%	-2%[57.5 µM]	0%	6%	0%	16%

# (continued)
# Screens in order: aSyn yeast inh	EPAC1 antagonist	TDP43 rescue	PTHR1 ag	EPAC1 ag	EPAC2 ag	EPAC2 antagonist	FUS suppressor
(16) Cc1cccc(N(CC(=O)N2CCCC2)S(C)(=O)=O)c1C
 : 0%	-15%	2%	i	-7%	2%	-4%	-50%
(17) CCc1ccc(C2c3[nH]c4ccccc4c3CCN2C(=O)c2ccc(=O)n(C)n2)cc1 (configuration not stated)
 : 17%	-19%	-1%	i	0%	10%	-5%	40%
(18) CCCc1nc2ccccc2c(=O)n1N
 : -3%	6%	0%	-31%[inhibitor]	-2%	-11%	3%	14%
(19) CCOc1ccc2c(O)csc2c1
 : -1%	5%	-6%	-14%[57.5 µM]	-10%	-84%[15.6 µM]	8%	1%
(20) O=C1c2ccccc2C(=O)N1CCCC(=O)N1CCCc2ccccc21
 : -12%	0%	?	-37%[inhibitor]	-3%	-7%	0%	10%
(21) C/C(=N\NC(=O)c1cccc(S(=O)(=O)N2CCCC2)c1)c1ccccc1F
 : 1%	-24%	-3%	i	6%	8%	0%	10%
(22) O=C1CC(N2CCN(c3ccccc3)CC2)C(=O)N1c1ccc2c(c1)OCCO2 (configuration not stated)
 : 8%	4%	?	-15%[57.5 µM]	-3%	1%	9%	-6%
(23) Cc1cccc(NC(=O)CSc2nnc(-c3cc(C)[nH]n3)n2N)c1
 : 0%	-12%	-13%	i	-5%	-4%	-3%	13%
(24) COc1ccccc1OCCCC(=O)NC(C)c1ccccc1 (configuration not stated)
 : -2%	-2%	-3%	i	-11%	3%	-15%	-19%
(25) O=C(Cc1ccc([N+](=O)[O-])cc1)Nc1cccc(C(=O)N2CCOCC2)c1
 : 4%	3%	11%	i	9%	15%	6%	-9%
(26) Cc1cccc(NC(=O)COC(=O)CCc2c[nH]c3ccccc23)c1C
 : 4%	5%	26%	-88%[inhibitor]	6%	17%	-8%	-9%
(27) O=C(N[C@@H]1C/C=C\C[C@H](CC(=O)N(CCO)Cc2ccccc2)C(=O)N[C@@H](Cc2c[nH]c3ccccc23)COC1=O)OCC1c2ccccc2-c2ccccc21
 : 2%	-4%	24%	-65%[inhibitor]	-9%	7%	4%	?
(28) COC(=O)c1cc(Br)ccc1NC(=O)Nc1ccccc1
 : 6%	-17%	?	i	1%	0%	0%	15%
(29) CSc1cccc(CN2CCN(Cc3ccccc3)C(CCO)C2)c1 (configuration not stated)
 : 3%	2%	10%	i	9%	6%	-7%	-21%
(30) CC1=NN(c2ccc(C)cc2C)C(=O)C1C(c1ccccc1)C1C(=O)N(c2ccc(C)cc2C)N=C1C (configuration not stated)
 : 0%	-10%	0%	?	0%	-2%	-4%	38%
(31) [O-]/[N+](=C/c1ccc(F)cc1)c1ccccc1
 : -11%	2%	7%	-1%[57.5 µM]	-6%	-2%	7%	-16%
(32) CC1CCCC(=NNc2ccc3ccccc3n2)C1 (configuration not stated)
 : -6%	-1%	10%	-20%	13%	-3%	-6%	·
(33) Cc1ccc(S(=O)(=O)NCCC(c2ccc(F)cc2)c2ccco2)cc1 (configuration not stated)
 : 2%	?	4%	i	-5%	15%	-17%	·
(34) CN1C(=O)Cc2cc(S(=O)(=O)NCCc3ccc(Cl)cc3)ccc21
 : 0%	-9%	-3%&-4%	-4%	4%	5%	9%	?
(35) Cc1c(CN2CCCC(C(=O)c3cccc(Cl)c3)C2)c(=O)n(-c2ccccc2)n1C (configuration not stated)
 : -1%	-20%	5%	-43%[inhibitor]	18%	16%	0%	15%
(36) CC#CCCCC(=O)Nc1ccc(C(=O)O)cc1
 : 6%	-6%	16%	?	5%	8%	0%	24%
(37) O=[N+]([O-])c1ccc(N/N=C/C=C/c2ccco2)cc1
 : -20%	-3%	?	-22%	-10%	2%	-4%	27%
(38) Cc1ccc(/C=C2\SC(=S)N(CCCC(=O)N3CCOCC3)C2=O)cc1
 : -1%	-27%	11%	-20%	6%	6%	-2%	9%
(39) CC(C)(C)OC(=O)N(CCc1ccccc1)Cc1ccc(OCc2cccc(NC(=O)/C=C/c3ccccc3)c2)cc1
 : 0%	16%	-11%	i	-10%	-9%	5%	39%
(40) O=C(CN(Cc1ccccc1F)S(=O)(=O)c1ccc(Cl)cc1)NCC1CCCO1 (configuration not stated)
 : 1%	-7%	-16%	i	0%	10%	3%	3%
(41) CCOc1ccccc1N(CC(=O)NCC1CCCO1)C(=O)CCC(=O)Nc1cc(C)on1 (configuration not stated)
 : 0%	17%	-1%	-28%	-2%	13%	0%	11%
(42) Cc1ccc2nc(-c3ccco3)c(CC(C)(C)C)n2c1
 : 37%	-22%	11µM*	8%	-8%	6%	?	26%
(43) O=C(O)c1ccc(/C=C2\COc3ccccc3C2=O)cc1
 : ?	?	11µM*	-96%	2%	14%	1%	30%
(44) Cc1cnc(C)c(Nc2nc(C(N)Cc3ccc(C(F)(F)F)cc3)cs2)n1 (configuration not stated)
 : -23%	0%	-2%	1%	-15%	0%	5%	?
(45) COc1cccc(CNC(=O)COC(=O)c2nc(Cl)c(Cl)c(Cl)c2Cl)c1
 : -3%	8%	21%	-24%	1%	5%	-1%	·
(46) O=C1C(Nc2ccccc2)=CC(c2ccc(O)cc2)N1c1ccccc1 (configuration not stated)
 : 2%	-2%	-1%	-13%	-6%	-1%	-14%	29%
